Screens from PubChem.
ROC1-CUL1 inh: blocks human RBX1-Cullin-1 di-ubiquitin formation; P62877+Q13616; in vitro K48 di-Ub FRET, acceptor:donor ratio, 45 min; inhibition, % at 10 µM; 140,000 compounds, 0.6% hits; AID 1347404; in the data active = inhibition above about 25%
Target sequence (P62877 whole entry, looked up): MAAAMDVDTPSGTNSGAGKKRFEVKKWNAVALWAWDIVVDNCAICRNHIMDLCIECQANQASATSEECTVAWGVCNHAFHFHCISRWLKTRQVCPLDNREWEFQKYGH
Target sequence (Q13616 whole entry, looked up): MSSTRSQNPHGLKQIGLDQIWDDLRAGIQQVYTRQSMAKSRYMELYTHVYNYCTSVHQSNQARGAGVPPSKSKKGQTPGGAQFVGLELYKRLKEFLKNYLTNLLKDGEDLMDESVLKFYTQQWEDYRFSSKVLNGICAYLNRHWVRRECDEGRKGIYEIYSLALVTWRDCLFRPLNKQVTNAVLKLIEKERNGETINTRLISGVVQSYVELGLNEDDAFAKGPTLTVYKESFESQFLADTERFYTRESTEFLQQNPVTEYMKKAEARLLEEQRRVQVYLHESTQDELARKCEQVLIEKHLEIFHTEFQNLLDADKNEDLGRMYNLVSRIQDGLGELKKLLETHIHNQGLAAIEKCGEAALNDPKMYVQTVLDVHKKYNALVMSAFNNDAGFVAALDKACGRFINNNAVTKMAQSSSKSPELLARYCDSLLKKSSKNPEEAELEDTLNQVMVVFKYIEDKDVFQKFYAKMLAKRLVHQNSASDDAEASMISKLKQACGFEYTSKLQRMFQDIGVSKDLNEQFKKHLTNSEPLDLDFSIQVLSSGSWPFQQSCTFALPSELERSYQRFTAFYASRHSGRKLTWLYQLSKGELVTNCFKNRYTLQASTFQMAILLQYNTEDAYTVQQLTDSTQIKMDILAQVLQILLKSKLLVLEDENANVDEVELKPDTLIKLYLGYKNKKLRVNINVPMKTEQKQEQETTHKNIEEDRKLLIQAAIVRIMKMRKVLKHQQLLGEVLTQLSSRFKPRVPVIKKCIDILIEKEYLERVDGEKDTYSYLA
Starred values were filed as active, the others as inactive. These rows are one share of the data; the hit share may differ from the screen's.

The first seven compounds as a preview:
SMILES	ROC1-CUL1 inh
CC(C)c1ccc(NC(=O)CN2C(=O)CSc3ccc(S(=O)(=O)N4CCCC4)cc32)cc1	6.4
COc1ccc(-c2csc3ncn(CC(=O)Nc4ccc(Cl)cc4)c(=O)c23)cc1OC	1.1
CC(C)c1cnc2c(c1SCC(=O)N1CCCCC1)c(=O)n(C)c(=O)n2C	-1.2
CCOc1ccc(-n2c(=O)c3c(C)c(C)sc3n(CC(=O)N3CCC(C)CC3)c2=O)cc1	0.3
COc1ccccc1N1CCN(C(N)=O)CC1	8.8
Cc1ccc(OCC(=O)Nc2cccc(-c3nc4ccccc4s3)c2)cc1	3.7
N#C/C(=C\c1cn[nH]c1-c1ccc(Cl)cc1)C(=O)NC1CC1	10.7

The list itself, repeating the preview:
SMILES	ROC1-CUL1 inh
CC(C)c1ccc(NC(=O)CN2C(=O)CSc3ccc(S(=O)(=O)N4CCCC4)cc32)cc1	6.4
COc1ccc(-c2csc3ncn(CC(=O)Nc4ccc(Cl)cc4)c(=O)c23)cc1OC	1.1
CC(C)c1cnc2c(c1SCC(=O)N1CCCCC1)c(=O)n(C)c(=O)n2C	-1.2
CCOc1ccc(-n2c(=O)c3c(C)c(C)sc3n(CC(=O)N3CCC(C)CC3)c2=O)cc1	0.3
COc1ccccc1N1CCN(C(N)=O)CC1	8.8
Cc1ccc(OCC(=O)Nc2cccc(-c3nc4ccccc4s3)c2)cc1	3.7
N#C/C(=C\c1cn[nH]c1-c1ccc(Cl)cc1)C(=O)NC1CC1	10.7
CN1CCN(NC(=O)C2CCCC2)CC1	-5.3
COc1ccc(C(=O)c2cn(Cc3ccc(C)cc3)c3cc4c(cc3c2=O)OCO4)cc1	-3.1
c1ccc2nc(C3=NCCO3)ccc2c1	0.9
CCc1ccccc1NC(=O)Cn1c(=O)nc(-c2ccccc2)c2ccccc21	1.9
CCN(Cc1ccncc1)C(=O)c1coc(COc2cccc(C(F)(F)F)c2)n1	2.5
Cc1ccc(NC(=O)Cn2nc(-c3ccccc3)nc2-c2ccccc2)c(Br)c1	-3.1
CCOc1ccc(NC(=O)N2CCC(CN3CCCCCC3)CC2)cc1	-6.1
O=C(O)CCC(=O)Nc1ccccc1C(=O)NC1CCCCC1	-1.2
CCOC(=O)/C(=C\OCCOc1cc(Cl)ccc1Cl)Oc1ccccc1	5.3
Cc1ccc(NC(=O)C2CC2)cc1Cl	8.2
Cc1nc(-c2ccc(Cl)cc2)sc1CCNC(=O)c1cccs1	-4.0
O=c1c2ccccc2n2c(-c3ccccc3F)nnc2n1CCc1ccccc1	-2.0
Cc1cc2c(cc1S(=O)(=O)NCc1ccccc1Cl)OCC(=O)N2	-7.6
COCCOC(=O)C1C(C)=NC(=O)NC1c1ccccc1OC(F)F (stereo not given)	-12.2
CCOC(=O)c1cs/c(=N/N=C/c2cc(OC)c(OC)c(OC)c2)n1-c1ccccc1	-1.9
COc1ccc(NC(=O)CSc2nccn2Cc2ccco2)c(OC)c1	-2.6
Cc1ccc(-n2c(=O)c3c(cnn3C)n(Cc3ccc(Cl)cc3)c2=O)cc1	-2.4
CCN(c1ccccc1)C(CNS(=O)(=O)c1ccccc1)c1ccccc1 (stereo not given)	-1.5

By substructure, the compounds so far containing a Cl atom
SMILES	ROC1-CUL1 inh
COc1ccc(-c2csc3ncn(CC(=O)Nc4ccc(Cl)cc4)c(=O)c23)cc1OC	1.1
N#C/C(=C\c1cn[nH]c1-c1ccc(Cl)cc1)C(=O)NC1CC1	10.7
CCOC(=O)/C(=C\OCCOc1cc(Cl)ccc1Cl)Oc1ccccc1	5.3
Cc1ccc(NC(=O)C2CC2)cc1Cl	8.2
Cc1nc(-c2ccc(Cl)cc2)sc1CCNC(=O)c1cccs1	-4.0
Cc1cc2c(cc1S(=O)(=O)NCc1ccccc1Cl)OCC(=O)N2	-7.6
Cc1ccc(-n2c(=O)c3c(cnn3C)n(Cc3ccc(Cl)cc3)c2=O)cc1	-2.4

The main list resumes with the 2 entries that preceded the break.
SMILES	ROC1-CUL1 inh
Cc1ccc(-n2c(=O)c3c(cnn3C)n(Cc3ccc(Cl)cc3)c2=O)cc1	-2.4
CCN(c1ccccc1)C(CNS(=O)(=O)c1ccccc1)c1ccccc1 (stereo not given)	-1.5
Cc1cc2nn(-c3ccccc3)nc2cc1NC(=O)c1cccc2c(Cl)cccc12	-6.6
CCOC(=O)c1c(-c2ccccc2)csc1NC(=O)c1cc(-c2ccc(Cl)cc2)on1	-0.2
C=CCn1c(SCC(=O)Nc2ccc(-c3nc4ccc(C)cc4s3)cc2)nnc1-c1ccncc1	7.8
COc1ccc(-c2cn3c(n2)sc2cc(C(=O)NC4CCCc5ccccc54)ccc23)cc1 (stereo not given)	2.4
COc1ccc(Nc2nc(Nc3ccc(OC)cc3OC)nc(N3CCOCC3)n2)c(OC)c1	-0.1
COc1cc(C)nc(N(CC(=O)O)S(=O)(=O)c2ccccc2)n1	-3.3
CCCN1C(=O)c2[nH]nc(-c3ccccc3O)c2C1c1ccc(OCc2ccccc2)c(OCC)c1 (stereo not given)	-3.6
Cc1ccc2nc(-c3ccc(N4C(=O)CC(N5CCC(C(N)=O)CC5)C4=O)cc3)sc2c1 (stereo not given)	10.0
CN(C)c1ccc(/C=c2\sc3n(c2=O)NC2(CCCCC2)NN=3)cc1	-7.3
COc1cc(C(CC(=O)NCc2ccc(F)cc2)N2Cc3ccccc3C2=O)cc(OC)c1OC (stereo not given)	-10.7
O=C(N/N=C/c1ccc(O)cc1O)c1n[nH]c2c1CCCC2	-2.6
CCc1c(C)nc2nc(C)nn2c1Nc1ccccc1	4.8
Cc1ccc(NC(=O)CN2C(=O)CCSc3ccccc32)c(C)c1	-4.9
CCOC(=O)c1cnc(N2CCN(c3ccc(OC)cc3)CC2)c2ccccc12	0.8
CNC(=O)C1CCC(Cn2c(=O)c3sccc3n(CC(=O)NCc3cccc(OC)c3)c2=O)CC1 (stereo not given)	0.2
Cc1ccc(-c2cc(C(=O)NC(C)C)no2)cc1	-4.1
COc1ccc(CNC(=O)Cn2c(=O)nc(-c3ccccc3)c3cc(Cl)ccc32)cc1OC	-6.1
CCn1nc(C)cc1C(=O)N1CCc2onc(-c3ccc(Cl)cc3)c2C1	8.2
Fc1ccc2[nH]cc(-c3nnnn3-c3ccc(Br)cc3)c2c1	-0.4
CCOC(=O)N1CCc2c(sc3c2c(=O)n(-c2ccc(F)cc2)c(=O)n3CC(=O)c2ccc(Cl)cc2)C1	2.7
Cc1nonc1CN(C)C(=O)CC1(c2ccccc2)CC(=O)N(CCCOc2cccnc2)C1=O (stereo not given)	2.0
O=c1cc(O)n(-c2cccc(Cl)c2)c(=S)[nH]1	9.7
Cc1ccc(C)c(S(=O)(=O)N(C)CC(=O)N2CCN(c3ccc(F)cc3)CC2)c1	18.9
COc1ccc(C(=O)N2CCN(c3ccccc3F)CC2)cc1S(=O)(=O)N(C)C	5.1
CC1CN(C(=O)c2ccccc2)OC(c2ccc(Cl)cc2Cl)O1 (stereo not given)	3.2

(list continues)
SMILES	ROC1-CUL1 inh
Cc1nnc(-c2cccc(NC(=O)C3CCN(C(=O)C4CCOC4)CC3)c2)s1 (stereo not given)	-7.3
O=C(c1ccc(Cl)cc1)N1CCC(N2CCC(C(=O)N3CCOCC3)CC2)CC1	2.0
O=C(CN1CCOC1=O)N1CCCC(CCc2ccc(F)c(F)c2)C1 (stereo not given)	2.0
CC(C)NC(=O)c1ccc(Cn2cc(Cl)cn2)cc1	8.2
S=C(NCc1cc(-c2ccccc2)no1)Nc1ccc(Cl)cc1Cl	-5.2
COc1ccc(N2CCN(S(=O)(=O)c3cc(F)ccc3OC)CC2)cc1	-3.7
Cc1ccsc1CCN1C(=O)N(c2ccccc2)C(=O)C1CC(=O)Nc1ccc(Cl)cc1 (stereo not given)	7.2
Cn1c(=O)c2c(nc(CN3CCN(c4ccccc4F)CC3)n2Cc2ccc(F)cc2)n(C)c1=O	-5.0
Cc1cccc(N2CCN(c3cc(=O)oc4ccccc34)CC2)c1	3.9
CCc1ccc(CNC(=O)C2CCN(c3nc4ccccc4nc3C(F)(F)F)CC2)cc1	-4.5
CCOc1ccc(CC(=O)NCC(c2cccs2)S(=O)(=O)c2ccc(F)c(C)c2)cc1 (stereo not given)	-5.7
CCN(C(=O)C1CCC(CNS(=O)(=O)c2cccc3nsnc23)CC1)c1ccc(C)c(C)c1 (stereo not given)	-7.7
COc1ccc2c(c1)CCC(C1CCCC1=O)C2=O (stereo not given)	-5.1
CCc1ccc(OCC(=O)Nc2ccc(S(N)(=O)=O)cc2)cc1	-1.7
O=C(c1ccc2c(c1)OCO2)N1CCN(Cc2ccccc2Cl)CC1	7.9
CC1(C)C2C[C@@H](COC(=O)NC(=O)c3ccccc3)[C@]3(C)[C@H](C21)C3(Cl)Cl (stereo not given in full)	-5.1
COc1ccc(-n2c(SCc3nc(-c4ccc(C)cc4)no3)nnc2-c2ccncc2)cc1	-2.8
O=c1c(Br)c(-n2cc(CO)nn2)cnn1-c1ccccc1	-6.2
O=C(NCCc1ccc(Cl)cc1)c1ccc(Cn2c(=O)c3cccn3c3cccnc32)cc1	-11.0
CCC1CCC(C(=O)NC(C(=O)NCCN(CC(C)C)CC(C)C)C(C)C)CC1 (stereo not given)	2.0
Cc1cccc(CN2CCCC(O)(CN(C)Cc3csc(C)n3)C2=O)c1 (stereo not given)	4.2
O=C(Nc1ccc(Cl)cc1)c1cccc(C(F)(F)F)c1	5.0
CN(C)c1ccc(C2C(C(=O)c3ccccc3)C(=O)C(=O)N2CCN2CCOCC2)cc1 (stereo not given)	1.4
COc1ccccc1Nc1ncnc2c1nc1n2CCCCC1	-13.6
CCc1c(O)nc(SC2CC(=O)N(c3ccccc3)C2=O)[nH]c1=O (stereo not given)	4.2

(listing goes on)
SMILES	ROC1-CUL1 inh
Cc1ccccc1C(=O)NC(=S)NC(C)C	3.0
O=c1cc(CCc2ccco2)nc2nc[nH]n12	14.6
Cc1ccccc1CNc1cccc(C(=O)O)c1C	1.0
CC(=O)c1ccc[n+](CC(=O)C23CC4CC(CC(C4)C2)C3)c1	-8.2
COc1ccc(CC(=O)NC2CC(=O)N(c3ccc(C)c(C)c3)C2)cc1OC (stereo not given)	-7.6
CC12CCCC3C(=O)C(Cl)(Cl)C(=O)N(c4ccccc41)C32 (stereo not given)	3.9
C=CCN1C(=S)N(c2cccc(OC)c2)C2CS(=O)(=O)CC21 (stereo not given)	-3.4
CC(C)(C)Sc1ccccc1CC(=O)O	0.7
CSC1=NC2(CCN(C(=O)NC3CCCCC3)CC2)N=C1c1ccc(C)c(C)c1	0.2
O=C(NNC1CC(=O)N(c2ccc(F)c(Cl)c2)C1=O)c1ccncc1 (stereo not given)	4.4
COc1nccnc1N1CCc2[nH]nc(CC3CCCCC3)c2C1	-1.1
Cc1cccc(-c2cn[nH]c2C2CCCN(Cc3ccc4c(c3)CCO4)C2)c1 (stereo not given)	-4.1
Cc1c(C)n2c3c(=O)[nH]c(=O)n(C)c3nc2n1CCN(C)C	-3.9
CCOC(=O)c1c(N2C(=N)C(C#N)C(c3ccc(Br)cc3)C3=C2CCCC3=O)sc2c1CCCCC2 (stereo not given)	0.0
COc1cccc(CSc2nc3cc(OC)c(OC)cc3c3nc(CCn4nc(C)cc4C)nn23)c1	-9.8
O=C(CSCC(=O)Nc1cc(C(F)(F)F)ccc1Cl)Nc1cc(C(F)(F)F)ccc1Cl	-4.5
O=C(CSc1nc(-c2ccco2)cc(C(F)(F)F)n1)Nc1ccc(Cl)cc1	-4.1
COc1ccccc1CNC(=O)c1ccc2nc(N3CCCCC3)sc2c1	-4.4
O=C(NC(=O)C(F)(F)F)Nc1cccc2ccccc12	-6.2
CCC(C)Sc1oc(-c2ccco2)nc1S(=O)(=O)c1ccc(C)cc1 (stereo not given)	-7.9
O=C1O[C@@H]2CN(Cc3cnc[nH]3)C[C@@H]2N1CCCc1ccc(F)cc1	4.9
COc1ccc2c(c1)CCc1c(C(=O)Nc3c(C)nn(Cc4c(Cl)cccc4Cl)c3C)noc1-2	-7.2
CCOC(=O)c1nnn(CC(=O)NC(=O)Nc2cccc(CC)c2)c1C(=O)OCC	-3.8
CCn1nc(C)c(NC(=O)/C=C/c2ccc(OC)c(COc3ccc(Br)cc3)c2)c1C	7.9
Cc1ccc(NC(=O)Cn2c(-c3cncs3)nc3ccccc32)cc1Br	2.5

(continued)
SMILES	ROC1-CUL1 inh
O=C(O)C1C2CCC(O2)C1C(=O)NC1CCCc2ccccc21 (stereo not given)	-5.0
O=S(=O)(Nc1cccc(-c2ccc(N3CCCCC3)nn2)c1)c1ccc(F)cc1F	10.3
COc1ccc(-c2cc(C(F)(F)F)nc(SCCC(=O)Nc3ccc(NC(C)=O)cc3)n2)cc1	-3.9
COC(=O)c1ccc(C(=O)OC)c(NC(=O)c2cnn3c(C(F)F)cc(-c4ccccc4)nc23)c1	-7.1
O=C(Nc1cccc(C2OCCCO2)c1)c1cc(F)c(F)cc1Cl	1.4
CCOc1ccc(NC(=O)N2CCN(c3nnc(C)c4c(C)n(-c5ccccc5)nc34)CC2)cc1	-2.0
CCCCOc1cccc(C(=O)Nc2cc(NC(=O)c3ccco3)ccc2OC)c1	-3.1
N=c1n(CCN2CCCCC2)c2ccccc2n1CC(O)COc1ccc(Cl)cc1Cl (stereo not given)	2.5
Cc1ccc(-c2nnc(-c3ccc(C(F)(F)F)cc3)o2)c(C)c1	-8.2
CCOc1ccccc1NC(=O)CN1C(=O)C2(SCC(=O)N2c2ccc(C)cc2)c2ccccc21 (stereo not given)	8.3
O=C(NCC1CCCO1)c1cccc(F)c1 (stereo not given)	-7.7
CCc1nn(CC(=O)N2CCN(c3cccc(C)c3C)CC2)c(=O)c2cc3sccc3n12	4.1
CC1(N2CCOCC2)C(=O)c2ccccc2C1=O	-0.2
CC(=O)N1CCCc2cc(S(=O)(=O)N(CCN(C)C)Cc3ccccc3)ccc21	-5.9
Cc1c(C(=O)NC(C)(C)CO)sc2ncnc(NCCc3ccccc3)c12	-6.9
COc1cccc(C(=O)NCCN2CCCC2)c1	3.2
CC(=O)Oc1ccc(C)cc1N1C(=O)c2cccc([N+](=O)[O-])c2C1=O	5.6
COc1ccc2c(c1)C(NC(C)=O)C(=O)N2Cc1ccc(Cl)cc1 (stereo not given)	4.5
CCN1CC=C2C(C1)C(c1ccc(F)cc1)C(C#N)C(=N)C2(C#N)C#N (stereo not given)	2.7
COc1ccc(/C(C)=N\NC(=O)C2CC2c2ccccc2)cc1OC (stereo not given)	0.7
CC(CN1CCCC1)OC(=O)COc1ccccc1 (stereo not given)	-6.9
COc1ccc(C2CC(=O)c3c(C)nc(N4CCN(C)CC4)nc3C2)cc1 (stereo not given)	-5.4
